Bioassay records as filed in PubChem.
IMP-1 inhibitor: blocks Pseudomonas aeruginosa IMP-1 metallo-beta-lactamase; inhibition, % at 5.6 µM; purified IMP-1, nitrocefin hydrolysis, epi-absorbance fluorescence; 290,000 tested, 0.45% active; AID 1556;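 active means inhibition above the mean plus 3 SD of all compounds in the same screening run, cut at about 4.5% in these data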;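 further: 0% = IMP-1 with DMSO and 100% = DMSO wells lacking enzyme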
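system = purified recombinant IMP-1 beta-lactamase | amount = 0.2 nM IMP-1, as dispensed | medium = HEPES buffer pH 7.1 with ZnSO4 and Brij 35 | times = 25 °C, 15 min preincubation, 25 min reaction | detection = plate fluorescence quenching by hydrolysis product, ex 480/em 530 nm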
IDE act: boosts human insulin-degrading enzyme activity in HEK cells; P14735; FAbeta-B cleavage, fluorescence polarization; 0% vehicle, 100% cell-free pure enzyme wells; activation, % at 5.96 µM; 340,000 tested, 0.073% active;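 active means activation above the mean of all tested compounds plus 3 SD, set per screening campaign, cut at about 17% in these data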
pCIP destab: p/CIP protein destabilization; 290,000 tested, 0.01% active; AID 1984; Q05BA5; F442A p/CIP-EGFP cells, EGFP fluorescence, 16 h; decrease of EGFP signal, % at 10 µM;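 active means EGFP signal decrease of at least 30% at 10 µM or well 3 SD below plate mean, unless failing retest; inactive means the rest, including hits failing retest or dose response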; further: some compounds called inactive have numbers as strong as hits; many of its hits are not listed in these tables
CRFBP-R2 block: CRF-BP/CRF-R2 complex antagonism; inhibition, % at 11.8 µM; 350,000 tested, 0.59% active; HEK293 CRF-R2/CRF-BP, CRF-induced calcium fluorescence;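 active means inhibition of the ligand-induced calcium signal above about 50% at the single tested concentration, limit read from the data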
IDE cell inh: cellular human IDE inhibition | inhibition, % at 5.59 µM | HEK cells, FAbetaB cleavage, fluorescence polarization | 320,000 tested, 0.41% active | AID 434962;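 active means percent inhibition above the average of all tested compounds plus 3 SD, set per screening campaign, cut at about 16% in these data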;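 further: IDE supplied by intact live HEK cells; FP after avidin binding of uncleaved biotin substrate so inhibition keeps polarization high; 0% = DMSO wells and 100% = 60 µM reference IDE inhibitor Ii1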
UBC9 SUMO inh: inhibitors of human SUMOylation (UBC9) | P63279 | HTRF SUMOylation assay, SAE1/SAE2 + UBC9, in vitro | inhibition, % at 35 µM | 290,000 tested, 0.36% active; in the data active means inhibition above about 50%, passing the limit was not always enough; further: strong numbers were not always called active
Target sequence (P63279 whole entry, looked up): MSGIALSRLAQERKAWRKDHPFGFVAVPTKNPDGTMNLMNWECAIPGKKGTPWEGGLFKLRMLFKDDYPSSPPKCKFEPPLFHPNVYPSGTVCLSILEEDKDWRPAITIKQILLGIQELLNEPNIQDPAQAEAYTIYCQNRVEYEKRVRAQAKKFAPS
HCV NS3 hel inh: blocks Hepatitis C virus NS3 helicase unwinding | AID 1800 | inhibition, % at 10.9 µM | NS3 helicase DNA unwinding, Cy5 molecular beacon fluorescence | 290,000 tested, 0.56% active;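 active means inhibition above the mean of all tested compounds plus 3 SD, set per campaign, cut at about 35% in these data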;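 further: 0% = DMSO wells and 100% = thioflavine S control wells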
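System: NS3 helicase fragment of HCV / Schedule: 1 h at 25 °C / Control set: DMSO alone as 0% and 110 µM thioflavine S as 100% / Reagent: Cy5/quencher beacon DNA duplex and ATP to start / Technique: Cy5 fluorescence / Replication: singlicate / Evaluation: % inhibition of end-to-start signal ratio versus controls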
VIM-2 inh: blocks Pseudomonas aeruginosa VIM-2 metallo-beta-lactamase; purified VIM-2, nitrocefin hydrolysis, epi-absorbance fluorescence; inhibition, % at 5.6 µM; 290,000 tested, 0.89% active;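 active means inhibition above the mean of all tested compounds plus 3 SD, cutoff set per screening run, cut at about 7.5% in these data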;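 further: red hydrolysis product quenches plate fluorescence so inhibitors raise well fluorescence; 0% = enzyme with DMSO and 100% = DMSO without enzyme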
GalR3 antag: human GalR3 antagonism. O60755. HEK293 GalR3-CNG cAMP membrane potential fluorescence; galR3 body fused to GalR1 C-terminus. inhibition, % at 3 µM. 360,000 tested, 0.44% active. AID 651719;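 active means inhibition above the screen-wide average plus 3 SD, cut at about 13% in these data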;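 further: forskolin and galanin both at EC90 stimulate the cells; cAMP rise reported by CNG channel membrane potential dye signal; 0% = forskolin plus galanin with DMSO and 100% = forskolin alone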
Target sequence (O60755 1-299 limits assumed): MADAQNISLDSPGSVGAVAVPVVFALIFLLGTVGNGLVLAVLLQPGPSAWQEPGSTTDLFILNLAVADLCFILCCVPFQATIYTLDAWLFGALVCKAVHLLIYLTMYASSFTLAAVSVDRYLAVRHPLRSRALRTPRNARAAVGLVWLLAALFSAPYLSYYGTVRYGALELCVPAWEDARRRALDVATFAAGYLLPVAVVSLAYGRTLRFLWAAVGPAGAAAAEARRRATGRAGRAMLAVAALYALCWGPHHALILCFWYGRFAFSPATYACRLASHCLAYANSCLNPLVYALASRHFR
Active calls of the source: *; nt = no result given.

IMP-1 inhibitor | IDE act | pCIP destab | CRFBP-R2 block | IDE cell inh | UBC9 SUMO inh | HCV NS3 hel inh | VIM-2 inh | GalR3 antag | Compound
-3.4 | 4 | 11 | -5 | 4 | -133 | 11 | -3.9 | 4 | O=C(CSc1nc2ccccc2s1)NNC(=S)Nc1ccc(Cl)cc1
nt | 1 | nt | 15 | 1 | nt | nt | nt | -4 | O=C(COc1coc(CN2CCN(Cc3ccccc3)CC2)cc1=O)Nc1ccccc1
-3.6 | 0 | -1 | -3 | 1 | 5 | 3 | 1.0 | -4 | CCOC(=O)c1ccc(NC(=O)Cn2c(=O)oc3ccccc32)cc1
-3.7 | -2 | 5 | -4 | 1 | -8 | 5 | 0.4 | -9 | OC1CCC(Nc2ncnc3sccc23)CC1 (stereo unspecified)
1.1 | 0 | 12 | 0 | -2 | -6 | 12 | 0.0 | -10 | O=C(O)CC/C(=N/NC(=O)CNC(=O)c1ccc2c(c1)OCCO2)c1ccccc1
-0.1 | 0 | -9 | 4 | 5 | 3 | -17 | -1.0 | 0 | CNc1oc(C)nc1S(=O)(=O)c1ccccc1
nt | 5 | nt | -2 | 1 | nt | nt | nt | -8 | COc1cc(OC)cc(C(=O)NC(C(=O)NCCc2ccccn2)C(C)C)c1 (stereo unspecified)
-2.3 | 4 | -17 | 18 | -5 | 11 | -5 | 4.0 | 4 | COc1cc(-c2nnc3sc(Cc4ccccc4)nn23)cc(OC)c1OC
nt | 5 | nt | 10 | -3 | nt | nt | nt | -4 | Cc1cccc(C)c1NC(=O)COC(=O)C1CC1
-3.6 | -2 | 2 | 14 | 4 | 15 | 8 | -2.4 | -5 | O=C(NNC1=NS(=O)(=O)c2ccccc21)c1ccccc1
-2.1 | 0 | -6 | -6 | 1 | -13 | 0 | -2.7 | -11 | COc1ccc(C(C#N)N2CCC(c3ccccc3)=N2)cc1 (stereo unspecified)
0.5 | 8 | -5 | 4 | 1 | 10 | 9 | -0.8 | -9 | Cc1[nH]c2ccc(C(=O)NCc3ccccn3)cc2c1C
-2.7 | 8 | -3 | -8 | -4 | 4 | -2 | -1.9 | -7 | CCc1cccc(CC)c1NC(=O)COC(=O)C1(C)CC1(Cl)Cl (stereo unspecified)
-4.6 | -1 | -1 | -21 | 2 | -7 | -17 | -0.9 | -6 | C/C=C/c1ccc(OCCNCc2ccccc2)c(OC)c1
nt | 5 | nt | -1 | -2 | nt | nt | nt | 0 | CC1CCCCC1NS(=O)(=O)c1ccc2c(c1)CCC(=O)N2 (stereo unspecified)
-3.0 | -4 | 6 | 18 | 10 | 9 | 2 | -2.2 | -9 | Cc1ccc(-c2nn(-c3ccccc3)cc2CN(Cc2ccccc2)C(=O)c2ccco2)o1
-3.5 | 8 | -11 | 0 | 3 | 16 | 0 | -2.5 | -3 | COc1ccc(N2CC(C(=O)OCC(=O)c3cccc(OC)c3)CC2=O)cc1 (stereo unspecified)
-3.1 | 3 | -4 | -5 | 3 | 11 | -4 | -3.3 | 1 | CCOC(=O)c1ccc(N2CC(O)=C(c3nc4ccccc4c(=O)[nH]3)C2=N)cc1
-2.1 | 1 | -6 | 30 | -4 | 14 | 11 | -3.1 | -3 | CCOc1cc2c3c(c1)C1(OCCO1)C(=O)N3C(C)(C)CC2C (stereo unspecified)
-3.8 | -3 | -42 | -17 | 2 | -15 | 5 | 0.6 | -3 | Cc1ccnc(NC(=O)CSc2cc(=O)n(C)c3ccccc23)c1
-1.4 | 1 | -3 | 7 | 0 | -4 | 31 | -3.0 | -2 | CC(C)c1ccc(-c2nn(-c3ccccc3)cc2C2C(C#N)=C(N)OC3=C2C(=O)CC(C)(C)C3)cc1 (stereo unspecified)
-1.9 | 4 | -4 | 5 | 1 | -11 | 25 | -2.7 | -2 | CCC(C)(C)NC(=O)C(c1ccccn1)N(C(=O)c1csnn1)C1CCCCC1 (stereo unspecified)
-4.2 | 0 | -1 | -11 | 2 | -11 | 6 | -3.1 | nt | CCCC(=O)NC(C)c1nc2ccccc2n1CC (stereo unspecified)
nt | -5 | 0 | 4 | 1 | 50* | nt | nt | -6 | NC(=O)CC(NC(=O)Cc1cccc2ccccc12)c1ccc(NCCc2ccccc2F)c([N+](=O)[O-])c1 (stereo unspecified)
-2.0 | 2 | -3 | 17 | -1 | -8 | -7 | -0.6 | -5 | COc1ccc(C(c2nnnn2Cc2ccc(F)cc2)N2CCN(c3ccccc3)CC2)cc1 (stereo unspecified)
-3.2 | -3 | -14 | 7 | 1 | 9 | 4 | -0.3 | -5 | CCOc1ccccc1NC(=O)Nc1c(C)n(-c2ccccc2)c(=O)n1C
-2.0 | -4 | -7 | -11 | -1 | 18 | 1 | -1.6 | -1 | Cc1ccc(C(=O)N=c2sccn2C)o1
-3.9 | 7 | nt | 3 | 0 | nt | -17 | -2.5 | nt | COc1ccc(OC)c2sc(NC(=O)C3COc4ccccc4O3)nc12 (stereo unspecified)
-1.8 | 3 | 5 | 1 | 1 | 13 | -3 | -1.0 | -9 | COc1ccc(C(=O)CCC(=O)NCCc2ccccc2F)cc1
-4.5 | -2 | 8 | 3 | 2 | 14 | 4 | -1.1 | -1 | CC1CCc2c(sc3ncn(Cc4ccc(C(=O)O)cc4)c(=O)c23)C1 (stereo unspecified)
nt | 4 | nt | 1 | 0 | nt | nt | nt | 6 | COc1ccc(C(=O)NCC(=O)OCC(=O)Nc2ncc(Cl)cc2Cl)cc1[N+](=O)[O-]
-0.3 | -2 | -5 | 0 | 6 | 20 | 9 | -3.3 | -6 | C=CCC1(O)CC(c2ccco2)NC(c2ccco2)C1CCC (stereo unspecified)
-0.5 | -4 | 9 | -6 | -4 | -9 | -5 | -3.7 | -5 | O=C(NCc1cccnc1)c1cc(Sc2ccc(F)cc2F)nc2ccccc12
-4.1 | 0 | -5 | -4 | 4 | 1 | 9 | -1.8 | -3 | Cc1cc(C)cc(NC(=O)CCN2CCOCC2)c1
-3.5 | 3 | -2 | 5 | 3 | 2 | -2 | 0.4 | 1 | COc1ccc(CNCc2cccn2C)cc1
-0.2 | 5 | 4 | 5 | 4 | -5 | 10 | -5.2 | 3 | COc1ccc(CCNC(=O)CCCC(=O)n2nc(C)c3ccccc32)cc1OC
1.3 | -2 | -3 | 0 | -2 | 7 | 12 | -0.1 | -3 | Cc1ccc(/C=C2\C(=O)Nc3ccccc32)o1
1.5 | 1 | -11 | -8 | -2 | -18 | 18 | 0.2 | 1 | O=C(NC(Cc1ccccc1)C(=O)N1CCN(S(=O)(=O)c2ccccc2)CC1)c1ccccc1 (stereo unspecified)
-2.8 | -1 | -8 | 6 | nt | 8 | -4 | -2.8 | 1 | COc1cccc(CN2CCNC(=O)C2CC(=O)N(C)Cc2nc(C)cs2)c1OC (stereo unspecified)
-3.8 | 7 | -5 | -28 | 2 | 0 | -22 | -2.4 | 1 | O=C(Nc1ccc(Br)cc1)c1cccc(S(=O)(=O)Nc2cnc3ccccc3c2)c1

Next part (four carried over from the part before).
IMP-1 inhibitor | IDE act | pCIP destab | CRFBP-R2 block | IDE cell inh | UBC9 SUMO inh | HCV NS3 hel inh | VIM-2 inh | GalR3 antag | Compound
1.3 | -2 | -3 | 0 | -2 | 7 | 12 | -0.1 | -3 | Cc1ccc(/C=C2\C(=O)Nc3ccccc32)o1
1.5 | 1 | -11 | -8 | -2 | -18 | 18 | 0.2 | 1 | O=C(NC(Cc1ccccc1)C(=O)N1CCN(S(=O)(=O)c2ccccc2)CC1)c1ccccc1 (stereo unspecified)
-2.8 | -1 | -8 | 6 | nt | 8 | -4 | -2.8 | 1 | COc1cccc(CN2CCNC(=O)C2CC(=O)N(C)Cc2nc(C)cs2)c1OC (stereo unspecified)
-3.8 | 7 | -5 | -28 | 2 | 0 | -22 | -2.4 | 1 | O=C(Nc1ccc(Br)cc1)c1cccc(S(=O)(=O)Nc2cnc3ccccc3c2)c1
-1.4 | 5 | 7 | 13 | -2 | -30 | -7 | -2.7 | -3 | CC(C)c1cc(C(=O)N2CCN(C(c3ccccc3)c3ccccc3)CC2)no1
-2.6 | 8 | -1 | -3 | 1 | 21 | -7 | -2.4 | 4 | CC(Sc1ccc2nnc(-c3ccc(F)cc3)n2n1)C(=O)O (stereo unspecified)
-3.5 | -19 | -8 | 17 | 5 | -5 | 1 | -1.4 | -1 | O=c1c2ccccc2nc2n1C(CSCc1ccc(Cl)cc1Cl)CS2 (stereo unspecified)
-0.9 | 4 | -8 | 21 | 1 | 0 | -4 | -0.4 | 80* | Cc1ccc(S(=O)(=O)N(C)Cc2ccc(C(=O)N/N=C/c3ccc(OC(F)F)cc3OC(F)F)cc2)cc1
-1.8 | 0 | 3 | 3 | 0 | 14 | 9 | -2.3 | -4 | Cc1csc(SCC(=O)NCc2ccccc2)n1
-1.9 | 4 | 7 | 2 | 4 | -11 | 5 | -0.2 | 0 | CCn1nc(NS(=O)(=O)c2ccc([N+](=O)[O-])cc2)c2cc3ccc(C)cc3nc21
-2.7 | -2 | 3 | -38 | -1 | 7 | -5 | 1.2 | -3 | CCn1cc(CN2CCc3c([nH]c4ccccc34)C2c2cccc(OC)c2OC)c(C)n1 (stereo unspecified)
-3.3 | 2 | -3 | -12 | 4 | 47 | 1 | -2.1 | 2 | Cc1ccc(NC(=O)Cn2ncc3c([nH]c4ccccc43)c2=O)cc1Cl
-2.7 | -6 | -19 | -3 | -1 | 28 | -1 | -3.0 | 1 | Nc1nnc(SCc2nc3scc(-c4ccccc4)c3c(=O)[nH]2)s1
-3.0 | 6 | -8 | -4 | 0 | -6 | -50 | -1.5 | 2 | COc1ccc(-c2nn(-c3ccccc3C)cc2CNCCc2cnc[nH]2)cc1F
1.9 | -4 | 4 | -8 | 0 | 1 | 1 | 1.3 | 1 | CC(=O)Nc1ccc(S(=O)(=O)N(C)CC(=O)NCCC2=CCCCC2)cc1
-2.6 | 9 | -1 | -9 | 6 | 0 | 13 | -5.8 | -4 | CC(C)C(OC(=O)c1cccs1)C(=O)NCc1ccc2c(c1)OCO2 (stereo unspecified)
-3.0 | -3 | -1 | -4 | 3 | 4 | -4 | -2.2 | 12 | CCOc1ccc(NC2=NC(C(=O)NCc3ccccc3)CC(=O)N2)cc1 (stereo unspecified)
-1.2 | 6 | -7 | -16 | 2 | 14 | -2 | -1.3 | 4 | Cc1ccc2c(c1)cc1c(=O)[nH]ncn12
-2.8 | 2 | -18 | 0 | 13 | 8 | -1 | -2.0 | -1 | Cc1ccsc1C(=O)N/N=C/c1ccc([N+](=O)[O-])cc1
-0.9 | 2 | -6 | 0 | -3 | 26 | -7 | -3.4 | -1 | Cc1ccc(C)c(S(=O)(=O)N2CCCOC2CNC(=O)C(=O)NCCCn2ccnc2)c1 (stereo unspecified)
-2.1 | 4 | -18 | 18 | -1 | -4 | 5 | -0.5 | -9 | Cc1cccc(NS(=O)(=O)c2c(C)n[nH]c2C)c1
-4.1 | 0 | -16 | -37 | -2 | -1 | 1 | -4.1 | 2 | CCN(c1ccccc1)S(=O)(=O)c1ccc2[nH]c(=O)[nH]c2c1
